# EBV gp42 block: inhibitors of Epstein-Barr virus glycoprotein 42; Fluorescence polarization binding assay, mP read-out; inhibition, % (tested at 21.74 µM); 220,000 tested, 0.42% active; AID 1085; in the data active = inhibition above about 50%
# Target sequence (Q1HVG2 whole entry, looked up): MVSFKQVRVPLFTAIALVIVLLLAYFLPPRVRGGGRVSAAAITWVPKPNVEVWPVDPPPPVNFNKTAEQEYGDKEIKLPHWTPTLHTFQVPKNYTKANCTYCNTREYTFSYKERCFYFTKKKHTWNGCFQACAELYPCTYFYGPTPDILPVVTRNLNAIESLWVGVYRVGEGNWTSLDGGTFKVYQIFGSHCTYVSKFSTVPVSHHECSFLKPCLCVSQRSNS
# Calpain2 inh: blocks pig calpain II enzyme activity | purified calpain II, fluorogenic peptide substrate, 30 min | inhibition, % at 16 µM | 220,000 tested, 0.37% active | AID 1236;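 active = inhibition above about 50%, limit read from the data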
# Thrombin inh: thrombin (human) inhibition; 220,000 tested, 0.26% active; AID 1046; inhibition, % at 5 µM; alpha-thrombin, Boc-VPR-AMC fluorogenic substrate cleavage;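 active = inhibition at or above 40%; inactive = inhibition below 40%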;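 also: 0% = enzyme with no compound and 100% = wells without enzyme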
#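 System – human alpha-thrombin · Medium – pH 7.5 Tris (50 mM) with NaCl 150 mM, Tween 20 0.05% · Compound – single-point dosing at 5 µM, 0.2% DMSO · Incubation – enzyme reaction carried out at room temperature · Technique – fluorescence of released AMC, ex 355 nm, em 460 nm · Read-out basis – % inhibition of thrombin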
# TRPML3 ag: human mucolipin-3 channel agonism | activation, % at 3 µM | HEK293 TRPML3-YFP, Fluo-8 calcium fluorescence; 100% = the carbachol control signal | 220,000 tested, 0.29% active;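 active = activation above its plate's cutoff, the mean activation of the plate's test wells plus 3 SD, cut at about 12% in these data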;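 also: 0% = DMSO only wells and 100% = carbachol wells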
# Target sequence (Q8TDD5 whole entry, looked up): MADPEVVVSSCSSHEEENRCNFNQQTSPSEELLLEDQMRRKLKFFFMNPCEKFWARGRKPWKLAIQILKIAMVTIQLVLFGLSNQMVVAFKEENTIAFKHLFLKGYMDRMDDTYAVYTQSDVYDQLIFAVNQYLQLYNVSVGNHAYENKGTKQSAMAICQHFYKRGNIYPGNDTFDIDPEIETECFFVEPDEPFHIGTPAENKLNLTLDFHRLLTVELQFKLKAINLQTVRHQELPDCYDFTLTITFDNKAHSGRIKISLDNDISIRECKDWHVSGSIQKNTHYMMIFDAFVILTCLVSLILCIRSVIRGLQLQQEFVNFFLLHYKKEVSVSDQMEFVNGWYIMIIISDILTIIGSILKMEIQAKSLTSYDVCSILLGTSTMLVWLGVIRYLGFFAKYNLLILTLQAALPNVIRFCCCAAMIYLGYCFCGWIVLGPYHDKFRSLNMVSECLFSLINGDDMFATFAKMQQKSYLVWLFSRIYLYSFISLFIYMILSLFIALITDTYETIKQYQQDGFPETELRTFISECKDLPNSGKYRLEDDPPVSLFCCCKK
#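 Material: HEK293 cells stably carrying human TRPML3-YFP; compound dosing: single dose, 3 µM final nominal compound, 0.3% DMSO final; incubation: 1-h 37 °C dye load, 5-s basal, 120-s post-compound reads; technique: Fluo-8 intracellular calcium fluorescence, excitation 470-495 nm, emission 515-575 nm; read-out basis: percent activation from peak-to-basal fluorescence ratio, scaled between DMSO and carbachol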
# Cl transport mod: KCC2 (human) Cl- transport modulation. 190,000 tested, 2.2% active. B-score of Tl+ flux slope (higher = more flux/activation; lower = inhibition) at 10 µM. AID 1456. KCC2 cells, thallium flux FluoZin-2 fluorescence. Q9H2X9;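 active = thallium flux slope and its plate-corrected score both differing from the plate sample mean at a set confidence after two filtering rounds, in either direction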;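 also: slope of fluorescence scaled to starting intensity during 10 to 20 s after thallium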
# Furin inh: blocks human furin protease activity; purified furin, fluorogenic substrate cleavage; AID 463115; inhibition, % at 30 µM; 220,000 tested, 0.061% active; P09958; in the data active = inhibition above about 25%; also: inactives centre near -15
# PPC-1+TRAIL kill: PPC-1 cancer cell killing with TRAIL present. PPC-1 cells + TRAIL, ATPLite viability luminescence. cell killing (% activity), % at 4 µM. 220,000 tested, 0.41% active. AID 1443;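 active = cell killing above 50% in the first pass at 4 µM, then a duplicate retest at 5 µM averaging 50% or more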;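 also: plate controls were cells with TRAIL plus DMSO for no effect and medium-only wells lacking cells for full effect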
# zfTRPN1 agonist: agonists of zebrafish TRPN1 channel; HEK293 zebrafish TRPN1-YFP, Fluo-8 calcium fluorescence; 100% = response to 87 µM carbachol; activation, % at 3 µM; 220,000 tested, 0.18% active; AID 1424;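 active = activation above its plate's cutoff, the mean activation of test wells on that plate plus 3 SD, cut at about 19% in these data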;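 also: 0% = DMSO alone and 100% = 87 µM carbachol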
#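 System: zebrafish TRPN1-YFP in HEK293 cells / Dosing: 3 µM single point / Timing: dye loading 1 h at 37 °C, then 30 min room temperature / Signal: Fluo-8 calcium fluorescence, excitation 470-495 nm, emission 515-575 nm / Read-out basis: percent activation from peak over basal fluorescence ratio, control-normalized / Control set: high carbachol 87 µM, low DMSO alone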
# Tb hexokinase: blocks Trypanosoma brucei hexokinase 1 activity; 220,000 tested, 0.11% active; inhibition, % at 10 µM; recombinant TbHK1, G6PDH-coupled NADH A340; AID 1430;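 active = inhibition of 50% or more in the single-dose primary screen; inactive = inhibition below 50%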
# The depositor's hits bear a star; . = no result given; & = joins results of further samples; [ ] = dose if it differs, or a comment.
# Start of the data: the first three compounds, to show the layout:
SMILES	EBV gp42 block	Calpain2 inh	Thrombin inh	TRPML3 ag	Cl transport mod	Furin inh	PPC-1+TRAIL kill	zfTRPN1 agonist	Tb hexokinase
CNC(=S)NNC(=O)Cc1ccc(O)cc1	-4	8	-1	0.8	0.54	-22	29	1.0	0
Cc1cc(C)c2c(=O)n(CC(=O)Nc3ccc(Cl)cc3)sc2n1	-10	-16	-17	5.4	0.062	-13	-1	11	34
Nc1c(Cl)ncnc1N/N=C/c1ccccn1	3	35	22	0.5	0.95	9	20	2.1	42

# Results, previewed entries included:
SMILES	EBV gp42 block	Calpain2 inh	Thrombin inh	TRPML3 ag	Cl transport mod	Furin inh	PPC-1+TRAIL kill	zfTRPN1 agonist	Tb hexokinase
CNC(=S)NNC(=O)Cc1ccc(O)cc1	-4	8	-1	0.8	0.54	-22	29	1.0	0
Cc1cc(C)c2c(=O)n(CC(=O)Nc3ccc(Cl)cc3)sc2n1	-10	-16	-17	5.4	0.062	-13	-1	11	34
Nc1c(Cl)ncnc1N/N=C/c1ccccn1	3	35	22	0.5	0.95	9	20	2.1	42
O=C1c2cc([N+](=O)[O-])ccc2-c2ncccc21	-8	-17	0	0.6	0.069	-24	-4	0.0	-21
CCS(=O)(=O)NCCc1csc(-c2ccc(OC)c(OC)c2)n1	-21	-62	-2	0.7	-0.43	-34	8	2.7	-15
COc1ccc(-n2nnnc2SCC(=O)Nc2ccc3c(c2)OCCO3)cc1OC	-1	-20	1	1.2	.	-14	10	0.0	-4
CCOc1ccc(CCNC(=O)C2CCCN(c3nnc(-n4cccc4)s3)C2)cc1OCC (centres undefined)	-8	-39	0	0.8	-0.13	-2	9	0.1	-2
Cc1cccc(N(C(=O)Cn2nnc3ccccc32)C(C(=O)NC(C)(C)C)c2ccsc2)c1 (centres undefined)	-8	-4	0	-0.1	.	-19[20 µM]	2	2.3	-3
CCCCNC(=O)COC(=O)c1ccc(Cl)c(S(=O)(=O)N2CCCC2)c1	-11	-25	0	-0.5	-2.3	-17[20 µM]	-29	0.4	5
CCN(Cc1ccccc1)S(=O)(=O)c1ccc(S(=O)(=O)N(Cc2ccccn2)Cc2ccco2)cc1	-20	22	-3	0.6	.	-17[20 µM]	19	-0.3	2
Cc1ccc(/C=N/Nc2ccc3ccccc3n2)o1	3	-5	-4	0.5	0.23	-3	52*[5 µM]	0.0	-24
CN(C)c1ccc(-c2nn3c(-c4ccc(Cl)cc4)nnc3s2)cc1	-28	-30	-1	-0.1	1.2	-17	1	-0.8	-1
Cc1cccc(Nc2nc(-c3cccs3)cs2)n1	-10	0	1	0.5	-0.76	-6[20 µM]	5	-1.4	3
C/C(=N\NC(=O)c1ccccc1F)c1ccc2c(c1)Nc1ccccc1S2	-42	12	-1	0.9	-0.83	-21	16	3.1	-7
Cc1ccc2c(c1)C(c1ccccc1)N(C(=O)c1ccc3c(c1)OCO3)CC(=O)N2 (centres undefined)	-15	38	-2	0.4	-0.5	-11	17	2.9	7
Cc1cc(C(=O)Nc2ccc3c(c2)OCCO3)c2ccccc2n1	-7	-17	-1	0.5	0.25	-25	-4	0.1	-2
CSc1ccccc1-n1nnnc1SCC(=O)NCc1cccs1	-22	19	4	-0.7	-0.86	-2[20 µM]	19	0.0	6
COc1ccc(/C=N/NC(=O)c2ccc(COc3ccccc3Cl)o2)c(OC)c1C	-24	20	-10	0.4	0.1	1	14	2.8	-14
C(=N\n1cncn1)/c1ccc(N2CCOCC2)cc1	-6	-136	7	0.3	0.38	-3	16	0.6	-60
CCCCN(CC)C(=O)CSc1nc2c(sc(=S)n2-c2ccc(OCC)cc2)c(=O)[nH]1	-2	-15	-7	1.3	-1.2	-10	21	1.6	-3
CC(=O)N(CN1C(=O)CCC1=O)c1cccc(Cl)c1	-15	-8	-3	0.1	-0.028	-15	9	0.3	-6
O=C(Nc1ccn(Cc2c(F)c(F)c(F)c(F)c2F)n1)c1ccc(COc2ccccc2Cl)cc1	-19	-14	-2	0.7	0.03	-8[20 µM]	5	-0.8	-2
COc1ccc(C2C(C(=O)Nc3cccc(OC)c3)c3ccccc3C(=O)N2C)cc1 (centres undefined)	-9	22	-1	1.0	-0.088	-25	9	0.9	-1
Cc1ccc(SCCC(=O)NC(C)C)cc1	-20	-17	1	0.2	0.63	-16[20 µM]	-9	0.2	-3
Cc1ccc2c(c1)NC(C(C)(C)C)CO2 (centres undefined)	-10	0	-5	0.1	-0.26	1[20 µM]	26	-0.5	9
Cc1ccc(Cl)c(NC(=O)CCl)c1Cl	3	12	9	0.6	1.6	-2	0	2.3	9
Cc1ccccc1-c1nnc(SCC(=O)N(CC(C)C)c2c(N)n(CC(C)C)c(=O)[nH]c2=O)n1C	-13	-10	-10	0.2	-2.4	-17	18	0.4	-12
Cc1c(-n2c(SCC(N)=O)nc3ccccc3c2=O)c(=O)n(-c2ccccc2)n1C	5	12	2	0.2	1.2	-25	-22	-0.7	-3
CCCn1c(=N)n(CC(=O)c2ccco2)c2ccccc21	-12	-29	0	-0.1	-0.68	-18	14	0.9	5
Cc1ccc(NC(=O)Cn2nnc3ccccc32)cc1	-19	-30	-9	0.7	0.053	-19	13	1.3	0
c1ccc(-c2noc(-c3ccco3)n2)nc1	-4	7	19	-0.1	-0.042	-17[20 µM]	26	0.4	4
Cc1[nH]c(=O)c(C#N)c(C)c1Cl	-5	-6	-3	0.3	-0.53	-11	6	-0.2	-37
C[C@]1(C(=O)NCCN2CCOCC2)C=C[C@@H](Cc2ccccc2)N1C(=O)c1ccccc1	-15	-11	2	-0.2	0.075	-19	20	0.3	1
COc1ccc(N2CCN(C(=O)C(=O)c3c(C)n(C)c4ccccc34)CC2)cc1	-6	10	4	-0.2	0.49	-1	29	-0.7	-17
O=C(O)c1ccc(NC2=C(n3nnc4ccccc43)C(=O)c3ccccc3C2=O)cc1	-12	-32	-6	0.5	-0.07	-7	12	1.1	-19
Cc1ccc(-n2cc(CNCCCn3cccn3)c(-c3cccc(C)c3)n2)cc1	-9	14	-2	0.6	-0.69	-17	-8	0.4	22
N=c1ccn(Cc2ccc([N+](=O)[O-])cc2)cc1	-9	20	5	0.1	0.59	-15	13	2.4	-3
O=C(NCCn1cc(SCC(=O)N2CCOCC2)c2ccccc21)c1c(F)cccc1F	3	23	6	-0.2	.	-8	5	0.5	6
CC(=O)Nc1nc(C)nc(-c2ccccc2OC(C)=O)n1	-15	9	0	0.9	1.1	-20[20 µM]	10	-0.2	-2
COc1ccc(N(C)C(=S)Nc2ccc3nc(C)c(C)nc3c2)cc1	-29	-1	4	0.5	0.067	-8	19	1.6	-11
COc1ccccc1C(=O)NNC(=O)c1ccc(NC(=O)CC(C)C)cc1	-5	32	-3	0.2	2.5	-10	-27	1.6	-8
COc1cccc(-c2cc(C(F)(F)F)nc(-n3cccn3)n2)c1	0	-120	2	-0.3	-0.99	-13[20 µM]	-5	0.0	-4
OCCNCc1cc(Br)ccc1OCc1ccccc1	5	-4	-16	0.3	-0.35	1	4	-0.2	0
CCOC(=O)C1=C2c3ccc4ccccc4c3CC(C)(C)N2C(=O)C1=O	-14	14	-5	0.5	-0.38	-2	17	-0.6	-19
CCOC(=O)N1CCN(C(=O)CCn2c(=S)[nH]c3cc(OCC)c(OCC)cc3c2=O)CC1	-10	-34	5	0.5	-1.9	-23	-1	1.1	-24
COc1ccc(-n2c(SCC(=O)NCc3cccs3)nnc2-c2ccoc2C)cc1	-7	-43	-15	-1.7	-0.41	-28	9	-2.4	7
CC(C)c1nc(=S)c2ccccc2[nH]1	-9	-12	6	-0.5	19*	-18[20 µM]	32	-0.8	-14
O=C1/C(=C/c2ccc(O)cc2)SC(=S)N1Cc1cccnc1	-2	-2	-9	1.0	0.9	-7	22	-0.1	13
CC(C)Nc1nc(-c2ccccc2)nnc1-c1ccccc1	-6	29	-9	-0.4	-1.1	-7	16	-3.3	-11
Cc1ccc(C(=O)OCCc2sc[n+](Cc3ccccc3)c2C)cc1	-10	-19	-10	0.4	0.15	-16	13	-0.7	-1
CCC(C)[C@H]1CN=C(N)N1CCCc1cc(OC)c(OC)c(OC)c1 (some centres undefined)	-7	1	-8	.	0.54	-17	0	.	14
COc1ccc(CCN=C(N)C(C)c2ccccc2)cc1OC (centres undefined)	0	2	2	0.5	0.25	-27	26	0.2	-4
O=C(NCC(c1cccs1)N1CCOCC1)c1cc([N+](=O)[O-])cc([N+](=O)[O-])c1 (centres undefined)	-21	4	1	0.7	0.021	-13	-9	-0.8	-3
CC(=O)c1c(N2CCN(CCO)CC2)nc(=S)n(-c2ccccc2)c1C	1	-27	1	0.9	0.35	-29	-23	-0.4	-17
Cc1nnc(NCc2ccncc2)c2ccccc12	-22	19	-4	0.4	1.3	-11	38	-1.7	-5
O=C(NCCCn1ccnc1)c1cccnc1	-12	12	8	0.0	0.19	-32[20 µM]	-18	0.2	2

# (next part)
SMILES	EBV gp42 block	Calpain2 inh	Thrombin inh	TRPML3 ag	Cl transport mod	Furin inh	PPC-1+TRAIL kill	zfTRPN1 agonist	Tb hexokinase
O=C(Nc1ccc2c(c1)C(=O)NC2=O)c1ccc2ncsc2c1	-3	-86	-5	1.1	0.84	-14	1	3.0	-22
Cn1cc(S(=O)(=O)N2CCN(c3ccccc3)CC2)c(=O)n(C)c1=O	-26	-16	-3	0.5	-0.014	-15	12	-0.5	0
CSc1nc(-c2ccccc2)nc(NC(C)=O)c1C(C)=O	-4	-16	-2	-0.8	-0.021	-29	15	-0.8	-4
CCOC(=O)C1=NN(c2ccccc2)C2C(=O)N(c3ccccc3OC)C(=O)C12 (centres undefined)	3	-27	-3	0.0	0.25	-16	-1	-1.1	-27
O=C(Nc1cccnc1)c1cc(-c2cccs2)on1	-4	-10	0	0.4	0.92	-16	9	2.0	-2
CCOC(=O)C(CSCC(=O)c1ccc(Cl)cc1)NC(=O)OC(C)(C)C (centres undefined)	-18	10	-8	1.7	-1.7	-12[20 µM]	-39	0.5	14
COc1ccc(-n2c(=S)[nH]c3cc(C(=O)NCc4ccco4)ccc3c2=O)cc1OC	-13&9	-2&-12	2&-10	0.8&0.1	-0.17&-0.2	-25&-25	13&11	0.9&-0.1	2&-6
COc1ccccc1N(C(=O)c1snc(C(N)=O)c1N)C(C(=O)NC1CCCC1)c1ccco1 (centres undefined)	.	.	1	-1.5	-0.46	-5	25	-1.8	-16
O=C(CCNC(=O)Cn1ccc2ccccc2c1=O)NCCN1CCN(c2cccc(Cl)c2)CC1	-6	-12	3	0.4	4.6*	-22	8	-0.3	-12
O=[N+]([O-])c1ccc(COc2ncnc3ccccc23)cc1	-14	-6	.	0.5	1.1	-28	7	-0.8	0
Oc1ccc(Cl)cc1C1=NNC(c2cc(Br)cc3c2OCOC3)C1 (centres undefined)	-46	-181	6	0.5	2.7	-21	10	1.0	-6
